NCI-60 one-dose screen, 48 h, at 10 µM unless noted. Numbers give growth in % (100 = growth as untreated, 0 = no growth, -100 = all killed).
SK-MEL-2: SK-MEL-2 melanoma | AID 1794763 | 77,000 tested, 4.7% active
SK-MEL-28: SK-MEL-28 melanoma; 81,000 tested, 4.1% active; AID 1794761
T-47D: T-47D breast cancer | 79,000 tested, 5% active | AID 1794792
SK-MEL-5: SK-MEL-5 melanoma. 80,000 tested, 6.4% active. AID 1794755
BT-549: BT-549 breast cancer | 78,000 tested, 4.4% active | AID 1794793
HS 578T: HS 578T breast cancer. 78,000 tested, 4.1% active
LOX IMVI: LOX IMVI melanoma | 79,000 tested, 7.4% active
MDA-MB-435: MDA-MB-435 melanoma. 82,000 tested, 7.8% active. AID 1794794
* = called active by the depositor; . = not tested or not shown; & = joins results of further samples; [ ] = another dose, or the depositor's remark. Rule for the calls: active = growth percent below 10; inactive = the rest.

SMILES | SK-MEL-2 | SK-MEL-28 | T-47D | SK-MEL-5 | BT-549 | HS 578T | LOX IMVI | MDA-MB-435
C[C@H](CCC(=O)NCC(=O)NCc1ccc(C(=O)NO)cc1)[C@H]1CC[C@H]2[C@@H]3[C@@H](O)C[C@@H]4C[C@H](O)CC[C@]4(C)[C@H]3CC[C@]12C | 106.1 | 107.4 | 101.1 | 102.5 | 111.1 | 116.5 | 103.3 | 106.5
S=c1n(CN2CCCC2)nc(-c2ccccc2Cl)n1Cc1ccccc1 | 113.1 | 104.9 | 94.1 | 93.3 | 99.1 | 98.3 | 94.2 | 99.7
Cc1ccc2[nH]c(C)c(CC(=O)O)c2c1 | 97.4 | 111.9 | 82.4 | 105.8 | 101.1 | 104.1 | 93.0 | 108.2
O=[N+]([O-])c1cc(Cl)cc(Cl)c1O | 102.5 | 102.2 | 93.0 | 100.7 | . | 97.6 | 92.6 | 98.5
N#Cc1c(-c2ccc(Cl)cc2)nc(SCC(=O)NNc2ncnc3ccccc23)[nH]c1=O | 116.0 | 119.8 | 97.3 | 99.9 | 107.9 | 106.7 | . | 104.1
CN(C)CCC(=O)C1CCCS1 (centres undefined) | 104.7 | 112.8 | 99.0 | 102.4 | 96.5 | 105.8 | 93.1 | 102.8
Cc1nn(-c2ccccc2)cc1/C=C1\SC(=S)N(CC(=O)O)C1=O | 108.7 | 106.9 | 109.4 | 110.1 | 108.0 | 107.6 | 99.4 | 104.9
Cn1c(NN)nc(-c2ccco2)c(C#N)c1=O | 95.2 | 104.9 | 99.0 | 98.2 | 119.7 | 102.0 | 94.6 | 99.6
CC(CC(C#N)NCCNC(C#N)CC(C)CC(C)(C)C)CC(C)(C)C (centres undefined) | . | 106.7 | 105.1 | 108.5 | . | 96.9 | 99.9 | 112.3
COc1cc(-c2cc3ncccc3c3nc(OCCN(C)C)c4cccnc4c23)cc(OC)c1OC | 19.8 | 31.6 | 37.0 | -7.9* | 41.6 | 14.4 | -43.5* | 18.1
COc1ccc(S(=O)(=O)NNC(=O)CSc2nc3ccccc3c(=O)n2CCc2ccccn2)cc1OC | 96.6 | 100.4 | 86.4 | 97.6 | 104.3 | . | 99.7 | 107.3
O=C(O)c1cc([N+](=O)[O-])ccc1Oc1ccccc1 | 102.7 | 107.5 | 106.2 | 84.6 | 92.7 | 93.8 | 93.1 | 94.1

The last 4 records of the part before lead into the next.
SMILES | SK-MEL-2 | SK-MEL-28 | T-47D | SK-MEL-5 | BT-549 | HS 578T | LOX IMVI | MDA-MB-435
CC(CC(C#N)NCCNC(C#N)CC(C)CC(C)(C)C)CC(C)(C)C (centres undefined) | . | 106.7 | 105.1 | 108.5 | . | 96.9 | 99.9 | 112.3
COc1cc(-c2cc3ncccc3c3nc(OCCN(C)C)c4cccnc4c23)cc(OC)c1OC | 19.8 | 31.6 | 37.0 | -7.9* | 41.6 | 14.4 | -43.5* | 18.1
COc1ccc(S(=O)(=O)NNC(=O)CSc2nc3ccccc3c(=O)n2CCc2ccccn2)cc1OC | 96.6 | 100.4 | 86.4 | 97.6 | 104.3 | . | 99.7 | 107.3
O=C(O)c1cc([N+](=O)[O-])ccc1Oc1ccccc1 | 102.7 | 107.5 | 106.2 | 84.6 | 92.7 | 93.8 | 93.1 | 94.1
Cn1ccnc1CN1CCSC(C(=O)Nc2ccccc2)C1 (centres undefined) | 101.8 | 100.1 | 90.7 | 95.4 | 93.3 | 95.9 | 98.7 | 92.2
CCOc1ccccc1N | . | 96.2 | 120.0 | 106.7 | . | 114.8 | 102.6 | .
CCN(CC)CCn1cnc2ccccc2c1=O | 106.4 | 103.5 | 88.7 | 94.6 | 97.8 | 94.7 | 99.2 | 97.1
Cc1cc2nc(-c3ccc4c(c3)OCO4)n3c(=O)cc(C)n3c2cc1C | 121.5 | 100.5 | 85.8 | 89.9 | 102.5 | 98.4 | 95.2 | 100.0
COC(=O)c1ccc2c(c1)C(=O)N(c1ccccc1)C2=O | 105.8 | 108.2 | 97.6 | 97.0 | 111.2 | 95.3 | 98.3 | 99.7
COC(=O)C(=O)C(C(=O)Nc1cccc(C)c1C)C1Sc2ccccc2NC1=O (centres undefined) | 89.1 | 97.5 | 69.0 | 90.7 | 95.2 | 83.2 | 91.5 | 17.8
COc1ccc(-c2noc(CN3CCN(c4ccccc4OC)CC3)n2)cc1OC | 102.1 | 107.7 | 93.4 | . | 103.4 | 96.3 | 99.4 | 106.4
CN(C)c1ccc(C(c2ccc(O)cc2)c2ccc(N(C)C)cc2)cc1 | 100.7 | 101.2 | 59.8 | 90.5 | 103.1 | 91.8 | 88.0 | 41.8
CN(C(=O)c1cc2c(cc1Br)OCO2)c1cccc2ccccc12 | 104.4 | 98.3 | 84.1 | 88.9 | 87.8 | 83.7 | 94.6 | 106.6
O=C1CCCc2cc(OCC(=O)N3CCCCC3)ccc2N1 | 111.3 | 118.8 | 108.2 | 103.7 | 126.3 | 105.1 | 97.1 | 108.1
O=C1CCN2NC(=O)c3ccccc3N=C2N1 | 108.3 | 106.0 | 99.7 | 105.9 | 103.1 | . | 101.9 | 107.2
Nc1ccc(Cc2ccc(N)c(Br)c2)cc1Br | 87.9&88.6 | 96.2&97.1 | 76.0&99.0 | 92.5&102.3 | 93.8 | 95.6&86.2 | 91.8&78.0 | 32.4&44.1

4 compounds from above, sorted by heavy-atom count, rising.
SMILES | SK-MEL-2 | SK-MEL-28 | T-47D | SK-MEL-5 | BT-549 | HS 578T | LOX IMVI | MDA-MB-435
O=[N+]([O-])c1cc(Cl)cc(Cl)c1O | 102.5 | 102.2 | 93.0 | 100.7 | . | 97.6 | 92.6 | 98.5
Cn1c(NN)nc(-c2ccco2)c(C#N)c1=O | 95.2 | 104.9 | 99.0 | 98.2 | 119.7 | 102.0 | 94.6 | 99.6
CCN(CC)CCn1cnc2ccccc2c1=O | 106.4 | 103.5 | 88.7 | 94.6 | 97.8 | 94.7 | 99.2 | 97.1
COC(=O)C(=O)C(C(=O)Nc1cccc(C)c1C)C1Sc2ccccc2NC1=O (centres undefined) | 89.1 | 97.5 | 69.0 | 90.7 | 95.2 | 83.2 | 91.5 | 17.8

(listing goes on)
SMILES | SK-MEL-2 | SK-MEL-28 | T-47D | SK-MEL-5 | BT-549 | HS 578T | LOX IMVI | MDA-MB-435
N#Cc1nnc2cc(-c3ccccc3)nn2c1-c1ccco1 | 116.1 | 105.1 | . | 92.0 | 88.9 | 96.5 | 108.7 | 100.1
N#CC1(C#N)C(c2cccs2)NC(c2cccs2)C1(C#N)C#N (centres undefined) | 101.6 | 108.6 | 91.0 | 113.8 | 100.6 | 103.6 | 93.9 | 107.2
O=C1c2cccc(S(=O)(=O)O)c2C(=O)c2cccc([N+](=O)[O-])c21 | 113.5 | 98.9 | 105.0 | 100.7 | 103.4 | 99.5 | 103.9 | 127.2
Clc1nc2nc3n(c2nc1Cl)CCC3 | 106.0 | 120.7 | 101.3 | 105.6 | 98.1 | 106.9 | 102.8 | 93.8
O=C(Nc1ccc(Nc2ccncc2)cc1)c1ccc(Nc2ccnc3ccc([N+](=O)[O-])cc23)cc1 | 110.9 | 109.0 | 122.3 | 97.5 | 107.4 | 110.2 | 90.6 | 104.3
CC1(C)CC[C@]23CC[C@]4(C)[C@H](CC[C@@H]5[C@@]6(C)CCC(=O)C(C)(C)[C@@H]6CC[C@]54C)[C@H]2[C@H]1NC3=O | 90.0[100 µM] | 92.9[100 µM] | 57.4[100 µM] | 41.6[100 µM] | 84.6[100 µM] | 72.3[100 µM] | 83.1[100 µM] | 76.3[100 µM]
CCCCCNCC(=O)Nc1ccc(C(=O)OCCCCC)cc1 | 99.7 | 104.8 | 89.1 | 86.0 | 71.0 | 97.3 | 89.9 | 106.8
Cc1cc(C)c(S(=O)(=O)O)cc1N | 100.6 | 119.1 | 93.8 | 97.1 | . | . | 91.4 | 99.5
COc1cc(-c2nc(SCC(C)C)nc(NC(C)(C)C)c2C#N)cc(OC)c1OC | 110.0 | 103.5 | 92.0 | 104.5 | 123.0 | 103.3 | 96.1 | 100.2
C[C@@H]1CC[C@@]2(OC1)O[C@H]1C[C@H]3[C@@H]4CC=C5C[C@@H](O[C@@H]6O[C@H](CO)[C@@H](O[C@@H]7O[C@@H](CO)[C@H](O)[C@H]7O)[C@H](O)[C@H]6O[C@@H]6O[C@@H](C)[C@H](O)[C@@H](O)[C@H]6O)CC[C@]5(C)[C@H]4CC[C@]3(C)[C@H]1[C@@H]2C | -87.0* | -96.9* | -22.6* | -89.7* | -59.4* | -47.9* | -96.7* | -92.8*
C#CCN(C)CCCOc1ccc(NCc2ccc(/C=C/C(=O)NO)cc2)cc1Cl | -6.4* | -14.4* | 1.0* | -87.2* | 18.8 | 10.7 | -69.5* | -25.3*
CC(=O)OC/C=C(/C)C[P+](c1ccccc1)(c1ccccc1)c1ccccc1 | 83.8 | 69.0 | 14.4 | 43.1 | . | 87.9 | 55.2 | 53.3
CC/C(=N/O)c1ccccc1 | . | 102.9 | 94.8 | 112.9 | 113.3 | 111.9 | 88.1 | 91.8
CCNc1nc(NC(C)C)nc(-c2ccncc2)n1 | 109.3 | 111.3 | 100.5 | 100.6 | 98.8 | 118.2 | 99.6 | 112.6
COC(=O)[C@H](C)NC(=O)c1ccc(NC(=O)c2[nH]c(C)c(Cl)c2Cl)c(OCCN)c1 | 121.0 | 109.5 | 99.6 | 99.2 | 97.0 | 101.0 | 96.2 | 104.0
C#CCNC(=O)c1cc(C(=O)c2ccc(C)cc2)n2ccc(-c3ccncc3)cc12 | 98.9 | 110.2 | 89.2 | 97.2 | 85.9 | 99.5 | 99.3 | 105.9
O=c1c2ccccc2nc(-c2ccccc2)n1O | 108.7 | 114.9 | 97.9 | 99.9 | 98.7 | 103.6 | 96.1 | 103.5
Brc1ccc(-c2cc(-c3cccs3)cc(-c3ccccc3)n2)cc1 | 95.7 | 98.9 | 95.9 | 104.2 | 104.5 | 113.8 | 96.4 | 101.0
COC(=O)c1c2c(c(C)[n+]([O-])c1C)C(=O)C=C(NCc1ccc(Br)cc1)C2=O | -54.0* | -39.6* | -42.8* | -97.5* | -93.5* | -7.6* | -75.7* | -92.8*
O=C1CCN(C(=O)Cc2ccccc2)c2ccccc21 | . | 104.9 | 102.2 | 104.4 | 96.6 | 103.1 | 101.4 | 115.7
c1ccc(COc2ccc(-c3nc4cc5nc6ccccc6[nH]c5cc4n3)cc2)cc1 | 108.2 | 116.6 | 67.2 | 92.6 | 101.8 | 90.0 | 91.2 | 107.1
Cn1c(=O)[nH]c(Cl)c([N+](=O)[O-])c1=O | 131.1 | 111.7 | 103.3 | 110.7 | 110.9 | 105.1 | 102.3 | 107.7
Cc1ccc(S(=O)(=O)NC(=O)NCCSSCCNC(=O)NS(=O)(=O)c2ccc(C)cc2)cc1 | 112.0 | 109.0 | 104.8 | 97.8 | 125.5 | 97.5 | 98.2 | 100.9
O=C(Cc1ccc(Nc2ccnc(C(F)(F)F)c2)cc1)N/N=C/c1ccccc1O | . | 105.6 | 18.4 | 10.8 | 50.2 | 102.4 | 9.1* | 34.7
COc1ccc(N2CCN(CC(=O)N3CCN(c4nnc(-c5ccc(Cl)cc5)c(-c5ccc(Cl)cc5)n4)CC3)CC2)cc1 | . | 71.5 | 31.6 | 38.0 | 66.1 | 52.9 | 49.6 | 57.5
O=C(OCCOCCO)c1ccccc1-c1c2cc(I)c(=O)c(I)c-2oc2c(I)c(O)c(I)cc12 | 110.4 | 109.2 | 97.9 | 102.4 | 96.4 | 105.2 | 73.1 | 110.4
CN1CCN(c2ccc3nc(/N=C/c4ccc5sc(-c6ccc([N+](=O)[O-])cc6)nc5c4)sc3c2)CC1 | 110.9 | 107.3 | 96.0 | 90.6 | 92.4 | 113.6 | 117.0 | 102.4
CCn1c(SCC(=O)c2ccccc2)nnc1-c1ccncc1 | 107.1 | 102.3 | 99.0 | 101.0 | 113.4 | 97.4 | 94.9 | 101.4
CC1CC(c2ccc(N(C)C)cc2)=NN1c1nc(O)c(C2=c3ccccc3=NC2=O)s1 (centres undefined) | 113.8 | 115.2 | 90.1 | 94.3 | 110.5 | 95.4 | 74.2 | 97.3
CCOC(=O)c1ccc(N(C=O)CCC(=O)CCl)cc1 | 15.3 | 34.0 | -4.1* | 2.7* | -63.2* | 33.2 | 3.9* | -23.9*
C=CCOC(=O)C1=CNC2=C(C(O)CC(c3ccccc3)C2)C1c1ccc(O)cc1 (centres undefined) | 91.1 | 112.3 | 83.5 | 102.4 | 103.9 | 104.2 | 92.4 | 104.6
OC1CN=C(C(c2ccccc2)c2ccccc2)NC1 (centres undefined) | 121.8 | 120.6 | 99.1 | 105.1 | 110.3 | 96.3 | 99.2 | 109.0
CNc1ccc(-c2nc3sccn3c2-c2ccnc(SC)n2)cc1 | 99.2 | 106.9 | 96.6 | 101.1 | 106.0 | 102.8 | 95.9 | 103.6
CCOC(=O)c1ccc(Nc2ccnc(SCC(=O)c3ccc(C(F)(F)F)cc3)n2)cc1 | 107.4 | 95.6 | 85.1 | 96.6 | 90.1 | 98.1 | 97.1 | 98.4
C=CCO[C@H]1CO[C@H]2[C@@H]1OC[C@@H]2Oc1ccc(Nc2ccnc(Nc3ccc(O[C@H]4CO[C@H]5[C@@H]4OC[C@@H]5OCC=C)c(Cl)c3)n2)cc1Cl | 104.1 | -80.3* | -39.7* | . | 32.7 | -38.6* | -95.0* | -88.4*
COc1cc(/C=C/C(=O)c2ccc(NC(=O)CSc3nnc(-c4cc(OC)c(OC)c(OC)c4)n3-c3ccccc3)cc2)cc(OC)c1OC | 32.1 | 33.3 | 50.3 | 17.6 | -19.6* | 83.1 | -52.3* | -36.1*
CC(=O)SC(CC(=O)O)C(=O)O (centres undefined) | 117.6 | 107.1 | 117.6 | 109.4 | 108.1 | 115.5 | 105.6 | 114.4
CCN1CCN(CC(=O)NC23CC4CC(CC(C4)C2)C3)C(=O)c2ccccc2C1=O | 107.5 | 102.9 | 100.4 | 100.3 | 114.1 | 82.7 | 99.0 | 97.0

Compound activity as filed in PubChem BioAssay.
